697 NFkB inh – lowers PMA/ionomycin-induced NF-kB signal in 697 B cells; 697 B-cell NF-kB luciferase reporter, 16 h; inhibition, % at 4 µM; 330,000 compounds, 0.33% hits; in the data active = inhibition above about 35%
Mdm2 MdmX PPI – disrupts the human Mdm2-MdmX interaction; SaOS-2 split-luciferase Mdm2/MdmX complementation, luminescence; inhibition, % at 8 µM; 330,000 compounds, 3% hits; O15151+Q00987; AID 485346;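 active = inhibition of at least 50% at 8 µM in the primary screen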
APJ antagonist – antagonists of human APJ apelin receptor; P35414; CHO-K1 APJ beta-arrestin complementation, luminescence; inhibition, % at 20 µM; 330,000 compounds, 0.32% hits;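 active = inhibition above about 40% at 20 µM, limit read from the data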;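 note: cells challenged with 10 nM apelin-13 agonist together with compound; plate controls were apelin-13 plus DMSO wells for no effect and DMSO wells lacking apelin-13 for full effect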
Target sequence (P35414 whole entry, looked up): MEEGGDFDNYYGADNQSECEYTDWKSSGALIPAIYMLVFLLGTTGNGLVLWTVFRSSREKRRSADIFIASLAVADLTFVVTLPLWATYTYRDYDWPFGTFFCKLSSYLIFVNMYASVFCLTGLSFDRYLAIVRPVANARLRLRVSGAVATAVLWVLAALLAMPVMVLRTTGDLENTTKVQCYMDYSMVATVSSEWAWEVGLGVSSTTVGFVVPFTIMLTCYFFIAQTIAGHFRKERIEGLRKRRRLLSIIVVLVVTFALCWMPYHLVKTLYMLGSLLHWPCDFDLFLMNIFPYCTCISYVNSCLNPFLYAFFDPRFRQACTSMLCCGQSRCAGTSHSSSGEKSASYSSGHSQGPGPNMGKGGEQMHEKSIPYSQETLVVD
UPR CHOP act – apoptotic UPR (CHOP) activation; CHO-CHOP luciferase reporter, luminescence; percent of tunicamycin response over DMSO baseline; activation, % at 10 µM; 330,000 compounds, 0.34% hits; AID 449763;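 active = at 10 µM dose, activation of 40% or more, normalized to positive control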;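 note: 100% = tunicamycin at 10 µg/mL and 0% = DMSO alone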
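Dosing – one dose, 10 µM in 0.5% DMSO · System – CHO-CHOP cells, stable luciferase reporter of PERK-eIF2a-CHOP signalling · Input – 500 cells/well · Control set – tunicamycin 10 µg/mL final as positive, DMSO-only wells as negative · Timing – 6 h compound treatment, 37 °C · Measure – % activation vs tunicamycin · Technique – luminescence read with Steady-Glo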
tim23-1 inh – inhibits growth of tim23-1 mutant yeast; S. cerevisiae tim23-1 growth, BacTiter-Glo luminescence, 24 h; inhibition, % at 20 µM; 330,000 compounds, 1.3% hits;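 active = growth inhibition of the mutant yeast at or above 50%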;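 note: temperature-sensitive mutant grown at 25 °C; plate controls were DMSO-treated mutant yeast for no effect and medium wells lacking yeast for full effect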
Jurkat NFkB inh – inhibitors of the PMA/ionomycin-induced NF-kB reporter in Jurkat cells; inhibition, % at 4 µM; 330,000 compounds, 0.53% hits; PMA/ionomycin-induced NF-kB luciferase reporter, luminescence; in the data active = inhibition above about 50%
APJ ag – activates the human apelin receptor APJ | CHO-K1 APJ PathHunter beta-arrestin, luminescence; 0% DMSO wells, 100% apelin | activation, % at 20 µM | 330,000 compounds, 0.11% hits;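 active = activation more than six SD over the plate average, tested at 20 µM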;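 note: 0% = DMSO alone and 100% = apelin-13 at 10 nM; some results filed as inactive read as strong as hits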
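Test system: CHO-K1 APJ beta-arrestin complementation cell line | Compound: Single test compound dose, 20 µM final, 1% DMSO | Incubation: Compound 90 min 25 °C, reagent 1 h | Measured by: beta-gal luminescence | Read-out basis: APJ–arrestin association signal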
XBP1 UPR activ – adaptive UPR (XBP1) activation; activation, % at 20 µM; 330,000 compounds, 0.33% hits; CHO-XBP1 luciferase reporter, IRE1-XBP1 UPR activation, luminescence; percent of tunicamycin response, DMSO as zero;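 active = versus positive control, 20 µM dose yields 30% or more activation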;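 note: 100% = tunicamycin at 10 µg/mL and 0% = DMSO only wells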
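Material – CHO cell line with stable XBP1 luciferase reporter · Buffer or medium – F12 plus 10% FBS · Compound – single point, 20 µM final compound, 1% DMSO · Schedule – 16-18 h cell attachment at 37 °C, then 6 h compound exposure · Signal – Steady-Glo luminescence read · Benchmarks – high control tunicamycin 10 µg/mL final, low control DMSO vehicle only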
* = called active by the depositor. No enrichment for hits; any-hit rate near 5%.

SMILES	697 NFkB inh	Mdm2 MdmX PPI	APJ antagonist	UPR CHOP act	tim23-1 inh	Jurkat NFkB inh	APJ ag	XBP1 UPR activ
Cc1ccc(N2C(=O)CC(Sc3ccccc3C(=O)O)C2=O)c([N+](=O)[O-])c1 (stereo not drawn)	20	-2	9	0.7	19	8	-2	-3
COc1ccc2[nH]c3c(NCCN(C(C)C)C(C)C)ncnc3c2c1	-29	9	6	-1.8	-10	-13	-3	1
Cc1cc(C(=O)OCn2nnc3ccccc3c2=O)c(C)o1	-1	-22	-32	-2.4	-18	-6	2	-1
O=C(COC(=O)c1ccc2c(c1)OCO2)NC1CCCCC1	-1	3	7	1.1	6	6	-3	-1
Cc1ccc(NC(=O)CSc2nnc(C)n2-c2ccccc2)cc1	6	16	6	-0.8	8	-13	3	-4
CCN(CC)c1ccc(C2NCC(c3ccc([N+](=O)[O-])cc3)O2)cc1 (stereo not drawn)	3	-10	-1	-0.1	12	-12	2	-4
Cc1ccc(N(CC(=O)NCCc2ccc(F)cc2)S(=O)(=O)c2ccc(Cl)c([N+](=O)[O-])c2)c(C)c1	14	100*	-17	11	-22	-8	3	6
O=C(Cc1ccccc1F)Nc1ccccc1-c1ccccc1	-25	-23	-24	3.5	24	-10	-1	0
O=C(c1ccc(-c2ccccc2)c(F)c1)C1CCCN(CCCn2cccn2)C1 (stereo not drawn)	17	13	14	0.4	-21	-1	-1	-2
C/C(=N\OCC(=O)Nc1ccccc1Br)c1cccs1	-12	-62	-7	0.7	2	-15	-3	0
Cc1nnc(N2CCN(Cc3ccccc3)CC2)[nH]c1=O	7	-5	6	-2.2	-5	-5	-7	-1
O=C(Nc1cnn(Cc2ccccc2)c1)NC12CC3CC(CC(C3)C1)C2	-25	11	-12	-0.3	24	-31	1	1
CCOC(=O)c1c(C)oc2ccc(OC(=O)N3CCOCC3)cc12	3	27	7	-1.0	-10	8	-5	-4
O=C(NC(=S)Nc1ccc(S(=O)(=O)Nc2nccs2)cc1)C1CC1	9	7	12	0.6	-6	9	-1	-1
CC1CN(C(=O)Nc2ccc(F)cc2)C2(CCCCCC2)O1 (stereo not drawn)	0	-33	1	1.1	5	-2	1	4
CCCC(c1nnnn1CS(=O)(=O)c1ccc(C)cc1)N1CCN(C2CCCC2)CC1 (stereo not drawn)	14	5	-5	-1.2	11	-10	-3	-2
COc1cc(/C=C/C(=O)OCC(=O)NCC(=O)Nc2cccc(C)c2C)ccc1OC(F)F	18	19	18	-0.1	0	-4	-3	1
O=C(CSc1n[nH]c(-c2ccccc2F)n1)NCC(=O)Nc1ccc(F)c(F)c1F	-92	-7	6	-1.8	15	-29	1	-1
O=C(NCc1cccc(Cl)c1)c1cccc(OC2CCN(C(=O)C3CC3)CC2)c1	-45	23	-8	0.5	25	19	3	-3
O=C(Cc1ccc(Cl)c(Cl)c1)Nc1cccnc1	5	16	9	1.2	-8	0	2	1
O=C(Cn1nnc(-c2ccccc2)n1)N/N=C/c1ccco1	4	-28	9	-1.2	-6	-5	-2	0
CCOC(=O)c1csc(NC(=O)C2CCCCC2)n1	-12	-56	-18	3.9	9	-35	-2	1
COc1ccc(C2CC(=O)C3=C(C2)Nc2ccccc2N(C(=O)CCC(=O)O)C3c2ccc(F)cc2)cc1OC (stereo not drawn)	0	11	10	2.9	6	6	-2	-2
Cc1nn(-c2ccccc2)c2c1C(c1c(C)[nH]c(C#N)c1C)C(C#N)=C(N)O2 (stereo not drawn)	33	2	14	-3.4	24	-5	-2	2
O=C(Cn1c(CO)nc2ccccc21)NCCc1ccc(F)cc1	14	13	-5	-0.9	20	-2	-3	-2

Next results
SMILES	697 NFkB inh	Mdm2 MdmX PPI	APJ antagonist	UPR CHOP act	tim23-1 inh	Jurkat NFkB inh	APJ ag	XBP1 UPR activ
CCN(CC)C(=O)c1ccc(C(=O)Nc2ccc(F)cc2)cc1	10	6	-2	3.7	21	0	2	3
Cc1ccc(CNC(=O)c2ccc(Cl)c(S(N)(=O)=O)c2)n1C	11	18	6	-3.9	4	15	-3	-4
NC(=O)CSc1ncnc2c1cnn2Cc1ccccc1	8	-1	-14	3.5	12	9	1	4
CCC(C)NC(=O)c1ccc(CS(=O)(=O)c2ccc(OC)cc2)o1 (stereo not drawn)	8	23	-49	-0.7	-8	-1	-3	-1
Cc1c(C(C)C)c(=O)n(-c2ccc(S(=O)(=O)NC3CCCCC3)cc2)n1C	-42	0	3	0.3	2	33	2	-2
COc1ccc2nc(NC(=O)c3ccccc3O)sc2c1	-309	-158	-2	3.9	7	-70	-3	-6
CCc1cccc(NC(=O)c2ccc(Cn3c(=O)[nH]c4ccsc4c3=O)cc2)c1	-2	32	5	0.5	4	-3	-6	-2
O=C1CC(N2CCC(c3nc4ccccc4o3)CC2)C(=O)N1 (stereo not drawn)	0	9	1	-0.2	12	-16	-3	-1
Cc1nn(CC(=O)NCc2ccc(C(=O)O)cc2)c(C)c1[N+](=O)[O-]	9	0	1	-1.7	6	-1	0	-5
C=CCSc1nnc(CC(OC)OC)n1-c1ccccc1	22	-41	12	-1.8	6	0	-5	2
NC(=O)C1CCN(C2OC(=O)c3ccccc32)CC1 (stereo not drawn)	6	10	-7	-0.7	10	9	0	0
Cc1cc(C)c2c(CN3CCN(Cc4ccc5c(c4)OCO5)CC3)cc(=O)oc2c1C	9	32	14	0.8	34	-8	-3	-1
CN(C)C(=O)c1cc(C(=O)c2ccc(F)cc2F)c[nH]1	-29	1	9	0.8	6	-34	-3	-1
Cn1c(=O)[nH]c(=O)c2c1nc(NCCCO)n2CCCc1ccccc1	11	22	14	2.0	7	19	-4	-2
CC(C)(O)[C@@H]1CC(=O)[C@]2(C)[C@H](CC[C@@]3(C)[C@H](c4ccoc4)OC(=O)[C@H]4O[C@]432)[C@@]1(C)/C=C\C(=O)O	1	-3	0	-0.8	11	-4	-4	-1
CN1CCN(CCC(=O)Nc2ccc3c(c2)OCO3)CC1	0	8	3	0.5	16	1	8	-3
CCn1c2ccccc2c2nnc(SCC(=O)NC(CC(C)C)C(=O)OC)nc21 (stereo not drawn)	16	-4	26	0.3	26	9	-2	1
O=c1[nH]c(=O)n([C@H]2C[C@H](O)[C@@H](CO)O2)cc1I	-27	21	-5	0.9	-14	10	-6	-3
COC(=O)c1ccc(NC(=O)COC(=O)CCC2CCCC2)cc1	12	18	-2	-0.6	33	3	-5	1
CC1CCN(CCCNC(=O)CN2CCN(Cc3ccc(Cl)cc3)C2=O)CC1	-1	5	-57	1.9	-11	-5	-6	1
Cc1nc(-c2cccc(S(=O)(=O)N3CCCCCC3)c2)cs1	4	30	3	-2.2	33	-1	-3	-3
COc1ccc(-c2cc(C(=O)Nc3c(C)nn(Cc4ccc(Cl)cc4)c3C)no2)cc1	-1	48	-2	5.5	-15	17	0	49*
COc1ccc(C/C(N)=N/OC(=O)CCc2ccccc2)cc1	8	13	8	0.3	72*	13	-3	9
CCCCCOc1ccc(N2C(=O)C3C4C=CC(C3C2=O)N(C)C4=O)cc1 (stereo not drawn)	-20	-6	6	-1.4	12	-32	2	2
CCn1ccc(C(=O)NC2C(=O)N3C(C(=O)O)=C(C)CSC23)n1 (stereo not drawn)	-9	19	17	-2.2	8	-5	2	0

Reprinted at random: 2 entries already listed, in no set order.
SMILES	697 NFkB inh	Mdm2 MdmX PPI	APJ antagonist	UPR CHOP act	tim23-1 inh	Jurkat NFkB inh	APJ ag	XBP1 UPR activ
Cc1nn(CC(=O)NCc2ccc(C(=O)O)cc2)c(C)c1[N+](=O)[O-]	9	0	1	-1.7	6	-1	0	-5
CCn1c2ccccc2c2nnc(SCC(=O)NC(CC(C)C)C(=O)OC)nc21 (stereo not drawn)	16	-4	26	0.3	26	9	-2	1

Continuation.
SMILES	697 NFkB inh	Mdm2 MdmX PPI	APJ antagonist	UPR CHOP act	tim23-1 inh	Jurkat NFkB inh	APJ ag	XBP1 UPR activ
COc1ccc(CCC(=O)NC(C)C2CCCO2)cc1 (stereo not drawn)	-2	-12	-12	-1.7	4	-7	-3	-1
C=CC[C@@H](CC(=O)N[C@@H](CO)Cc1ccccc1)C(=O)N[C@H](COC(=O)[C@@H](CC=C)Cc1ccc(F)cc1)Cc1c[nH]c2ccccc12	-4	31	2	2.2	-9	-16	-1	-4
CC(C)(C)NC(=O)CN(C(=O)CS(=O)CC(=O)Nc1ccc(F)cc1)c1ccccc1 (stereo not drawn)	23	5	-18	-0.9	-8	3	-3	0
COc1ccc(-c2cc3c(=O)n(CC(=O)NCCN4CCCC4)nc(C)n3n2)cc1	-22	-10	-15	0.6	15	-27	4	-4
CC(=O)c1ccc(N2CCN(C(=O)C3CCC3)CC2)cc1	-22	-15	-2	0.6	-4	-28	-3	0
COc1ccc(S(=O)(=O)C(C#N)c2nc3ccccc3nc2N2CCC(C)CC2)cc1 (stereo not drawn)	-7	-12	14	1.8	18	7	1	9
COc1ccccc1NS(=O)(=O)c1cccc(C(=O)NNC(=O)C(NC(N)=O)C(C)C)c1 (stereo not drawn)	7	6	11	0.1	-11	1	-4	-2
O=C(COc1ccccc1)Nc1ccccc1C(=O)NCc1ccco1	-55	35	2	0.1	23	-22	-3	3
CCC(C)(C)NC(=O)CN(C(=O)CCC(=O)Nc1nccs1)c1ccc2c(c1)OCCO2	-3	22	4	-2.8	17	-10	-7	-6
Cc1ccsc1/C=N/NC(=O)c1ccccn1	-57	-34	3	1.6	8	-69	0	2
CCOc1ccc(NS(=O)(=O)c2ccc(C(=O)N(C)Cc3cccc(OC)c3OC)cc2)cc1	-24	26	-12	0.0	22	13	-2	-3
COc1ccc(-c2c(C#Cc3ccsc3)c3cc(-c4ccc(OC)c(F)c4)ccc3n2C)cc1	-14	8	6	-0.6	10	-23	-1	1
COC(=O)C1=C(C)C(c2ccc(OC)cc2)NC(=S)N1 (stereo not drawn)	0	1	7	-1.0	8	-8	-3	0
CC(C)Oc1cccc(C(=O)C2CCCN(C(=O)c3cc(C4CC4)[nH]n3)C2)c1 (stereo not drawn)	-7	12	16	15	30	8	-1	-1
N#CCc1ccc(OC(=O)c2ccncc2)cc1	2	13	14	0.4	-1	-15	1	3
CCc1nc(C)cn1S(=O)(=O)c1cc(C)c(OC)c(C)c1C	-10	-1	-5	5.5	23	31	0	-2
COc1ccc(/C(N)=N/OC(=O)c2ccc([N+](=O)[O-])c(C)c2)cc1OC	-8	12	-14	-0.3	46	-30	11*	-1
COc1ccc(Cl)c(NC(=O)Cn2nnc(-c3ccccc3N)n2)c1	-21	7	2	0.2	8	-26	3	-8
Cc1noc(C)c1CN1C(=O)c2ccccc2C1=O	11	1	1	-0.9	-11	17	-1	-4
CCOC(=O)CC(NC(=O)C1c2ccccc2Oc2ccccc21)c1ccccc1Cl (stereo not drawn)	14	12	-1	1.6	6	1	-2	-2
COc1ccc(C(=O)NCC(c2ccco2)N2CCOCC2)cc1OC (stereo not drawn)	3	3	27	1.1	5	26	3	-2

Taken from above:
Result of COc1ccc(CCC(=O)NC(C)C2CCCO2)cc1 (stereo not drawn) under tim23-1 inh: 4
Result of COc1ccc(C(=O)NCC(c2ccco2)N2CCOCC2)cc1OC (stereo not drawn) under XBP1 UPR activ: -2
Result of CCc1nc(C)cn1S(=O)(=O)c1cc(C)c(OC)c(C)c1C under 697 NFkB inh: -10
Result of COc1ccccc1NS(=O)(=O)c1cccc(C(=O)NNC(=O)C(NC(N)=O)C(C)C)c1 (stereo not drawn) under tim23-1 inh: -11
Result of COc1ccc(S(=O)(=O)C(C#N)c2nc3ccccc3nc2N2CCC(C)CC2)cc1 (stereo not drawn) under APJ ag: 1
Result of CC(C)Oc1cccc(C(=O)C2CCCN(C(=O)c3cc(C4CC4)[nH]n3)C2)c1 (stereo not drawn) under XBP1 UPR activ: -1

Screening results: PubChem BioAssay, Sanford-Burnham Center for Chemical Genomics
